Source: PubChem BioAssay (several laboratories)
EBV LMP1 NFkB: reduces LMP1-driven NF-kappaB luciferase signal; AID 504558; 350,000 compounds, 0.69% hits; inhibition, % at 12.5 µM; LMP1-induced NF-kappaB luciferase reporter cells, luminescence; in the data active = inhibition above about 41%;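 note: 0% = neutral control wells and 100% = reference inhibitor control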
NCOA3 inh: human NCOA3 inhibition. Q9Y6Q9. inhibition, % at 3.6 µM. HEK293 GAL4-SRC3 luciferase reporter, luminescence. 360,000 compounds, 0.17% hits;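 active = inhibition above a per-campaign cutoff, the mean of all compounds plus 3 SD, cut at about 60% in these data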;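 note: 0% = DMSO-treated cells and 100% = gossypol-treated cells at 36 µM; higher means less SRC3-driven luciferase light from the GAL4 reporter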
SRC2 inh: human SRC2 (NCOA2) inhibition; Q15596; HEK293 GAL4-SRC2 luciferase reporter, luminescence; inhibition, % at 9 µM; 370,000 compounds, 0.17% hits;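 active = inhibition above the mean inhibition of all tested compounds plus 3 SD, set per campaign, cut at about 52% in these data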;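 note: 0% = DMSO treated cells and 100% = cells given Gossypol at 36 µM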
TROY NFkB inh: TROY signaling inhibition | Q293 LMP1-TROYcd NF-kB luciferase reporter, 4 h | inhibition, % at 10 µM | 360,000 compounds, 0.98% hits;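 active = compounds whose plate-normalised and pattern-corrected inhibition of the luciferase reporter signal at the single screening dose is 50% or more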
NR2F2 inh: NR2F2 (human) inhibition, primary screen | HEK293T NGFI-A luciferase reporter, luminescence | inhibition, % at 8.6 µM | 370,000 compounds, 0.7% hits | AID 686940;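 active = inhibition above a per-plate cutoff, mean inhibition of test wells between control levels plus 3 SD, cut at about 38% in these data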;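 note: cells cotransfected with COUP-TFII expression vector driving the NGFI-A reporter; 0% = median of COUP-TF2 test wells and 100% = reporter-only cells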
TRAIL sens C8: caspase-8 TRAIL sensitization | NB7+C8 cells + TRAIL, ATPlite viability luminescence | inhibition (viability loss, TRAIL sensitization), % at 10 µM | 360,000 compounds, 1% hits;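 active = compounds causing at least 50% loss of cell viability in the single-dose screen, relative to plate controls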
NOD2 RIPK2 PPI: NOD2-RIPK2 protein interaction inhibition; CHO BLA complementation NOD2-RIPK2, CCF4 ratio; inhibition, % at 4.98 µM; 360,000 compounds, 0.38% hits; AID 624267; in the data active = inhibition above about 21%;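 note: 0% = vehicle only and 100% = reference blocker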
NR5A2 inv ag: inverse agonists of human LRH-1 (NR5A2); AID 602396; O00482; HEK293T StAR-luciferase reporter, LRH-1 transfected, 24 h; inhibition, % at 3.6 µM; 360,000 compounds, 0.13% hits;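 active = inhibition above the mean inhibition of all tested compounds plus 3 SD, cut at about 73% in these data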;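 note: 0% = DMSO wells and 100% = reporter-only cells lacking LRH-1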
TLR9-MyD88 inh: blocks human TLR9 binding to MyD88; CHO BLA complementation TLR9-MyD88, CCF4 FRET ratio; inhibition, % at 4.98 µM; 340,000 compounds, 0.21% hits; AID 504734;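 active = inhibition above the mean over all tested compounds plus 3 SD, cut at about 21% in these data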;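 note: 0% = DMSO only wells and 100% = clavulanate BLA inhibitor control wells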
TWEAK-Fn14 inh: TWEAK-Fn14 signaling inhibition; inhibition, % at 10 µM; AID 1159606; 360,000 compounds, 2% hits; TWEAK-stimulated Fn14 reporter cells, luciferase luminescence, 8 h; in the data active = inhibition above about 50%
NCOA1 inh: inhibits human SRC1 coactivator | Q15788 | HEK293 GAL4-SRC1 luciferase reporter, luminescence | inhibition, % at 3.6 µM | 360,000 compounds, 0.12% hits;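 active = inhibition above the campaign mean plus 3 SD, with each screening campaign given its own cutoff, cut at about 60% in these data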;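 note: 0% = DMSO treated cells and 100% = gossypol at 36 µM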
Starred values were filed as active, the others as inactive; x = no result given. A portion of the library (hit frequency here may not be typical).

Below each compound – EBV LMP1 NFkB	NCOA3 inh	SRC2 inh	TROY NFkB inh	NR2F2 inh	TRAIL sens C8	NOD2 RIPK2 PPI	NR5A2 inv ag	TLR9-MyD88 inh	TWEAK-Fn14 inh	NCOA1 inh
1) COc1ccc(N/C=C(/C(C)=O)c2ccccc2)cc1
    5.3	12.2	-4.6	-22.2	-1.5	-5.3	-8.5	-27.6	9.8	-19.2	-15.4
2) Clc1ccc2c(c1)C(C1=NCCN1)c1ccccc1CS2 (stereo not drawn)
    25.5	14.2	-12.8	1.1	12.9	-19.7	9.3	16.8	-6.9	4.1	7.5
3) Cc1ccc(C(=O)OCC(=O)Nc2ccc3c(c2)OCO3)o1
    -1.7	7.1	-8.9	-18.0	7.7	-2.7	-0.3	-3.9	-6.2	-4.9	-7.3
4) O=C(CCCN1C(=O)/C(=C/c2ccco2)SC1=S)Nc1cccc(C(=O)O)c1
    0.6	7.6	-2.6	-4.0	-5.2	-0.7	2.1	-9.6	-4.3	0.1	-11.8
5) Cc1c(OCc2nn[nH]n2)ccc2c(-c3ccccc3)cc(=O)oc12
    1.3	16.9	-6.7	2.8	14.1	0.6	-1.4	20.6	-11.1	6.3	11.7
6) COc1cc(/C=N/n2c(C)nnc2C)cc(OC)c1OC
    5.6	19.7	0.2	-6.1	-3.9	-2.8	-0.2	3.1	-2.2	-4.9	-5.2
7) O=C(Nc1ccc(Br)cc1)c1cnc[nH]1
    -16.6	-58.1	-52.3	-44.3	-28.1	6.3	0.9	-82.1	-5.7	-7.0	-78.5
8) Cc1nc(CC(=O)N2CCN(S(=O)(=O)c3ccccc3C#N)CC2)cs1
    -2.8	17.2	-31.1	-3.5	-1.4	9.4	-1.5	14.0	-5.7	13.6	-5.9
9) COCCNC(=O)CN(C(=O)CCC(=O)Nc1ccccn1)c1ccccc1F
    -7.5	-12.5	2.2	6.8	-8.2	-2.3	8.3	-1.3	6.2	7.1	-16.2
10) COc1ccc2cc(C(=O)C3CCCN(C(=O)c4csnn4)C3)ccc2c1 (stereo not drawn)
    -1.5	7.8	-3.3	10.2	5.9	-7.9	-2.0	-5.2	-3.3	-21.7	8.4
11) Cc1ccc(Cn2cc(CN3CC(N4CCN(Cc5cccc(C)c5)CC4)CS3(=O)=O)nn2)cc1 (stereo not drawn)
    x	x	-10.2	11.5	2.8	-5.2	-13.6	17.3	x	11.2	x
12) COC(=O)[C@]1(C)N[C@H](c2ccc(-c3ccc(OC)cc3)cc2)[C@@H]2C(=O)N(C)C(=O)[C@@H]21
    1.2	-21.8	11.3	6.0	-8.6	-6.6	-3.6	-7.7	-6.4	-0.3	-7.5
13) CC(C)(C)OC(=O)N1CCC(c2c(C(=O)NCC3CCN(C4CCCC4)C3)cnn2-c2cccc(Cl)c2)CC1 (stereo not drawn)
    3.6	-11.1	-3.7	12.2	-14.6	13.6	1.1	-12.0	-6.6	-13.1	22.2
14) CC(OC(=O)c1cc(S(=O)(=O)N2CCOCC2)ccc1Br)C(=O)N1CCOCC1 (stereo not drawn)
    -5.3	-11.9	-10.4	3.4	7.4	0.9	-5.3	7.0	7.3	-19.1	-16.6
15) CCN1CCN(C(=O)C(NS(=O)(=O)c2ccc3nc(C)sc3c2)C(C)C)CC1 (stereo not drawn)
    -2.6	15.9	-15.7	-10.4	-78.3	-10.5	-11.5	11.2	-5.8	-21.3	6.3

The last 2 entries of the part before open the next one:
Below each compound – EBV LMP1 NFkB	NCOA3 inh	SRC2 inh	TROY NFkB inh	NR2F2 inh	TRAIL sens C8	NOD2 RIPK2 PPI	NR5A2 inv ag	TLR9-MyD88 inh	TWEAK-Fn14 inh	NCOA1 inh
14) CC(OC(=O)c1cc(S(=O)(=O)N2CCOCC2)ccc1Br)C(=O)N1CCOCC1 (stereo not drawn)
    -5.3	-11.9	-10.4	3.4	7.4	0.9	-5.3	7.0	7.3	-19.1	-16.6
15) CCN1CCN(C(=O)C(NS(=O)(=O)c2ccc3nc(C)sc3c2)C(C)C)CC1 (stereo not drawn)
    -2.6	15.9	-15.7	-10.4	-78.3	-10.5	-11.5	11.2	-5.8	-21.3	6.3
16) O=C(CC(C(=O)O)c1ccc(Cl)cc1Cl)c1ccc(Cl)cc1 (stereo not drawn)
    2.2	21.8	-27.5	6.6	-1.4	-0.7	2.6	2.8	-0.6	2.1	-27.3
17) S=C(Nc1ccc2nccnc2c1)N1CCCC1
    -14.4	-2.9	-36.2	-28.8	-26.4	1.0	-1.1	-17.7	4.5	-10.3	3.9
18) CNC(=O)c1ccsc1NC(=O)c1coc2ccccc2c1=O
    -17.6	6.4	-35.1	-16.9	-13.9	2.4	5.3	8.8	-9.0	9.4	13.6
19) COc1cc(/C(C)=N/NC(=O)c2nnn(-c3nonc3N)c2-c2cccs2)ccc1O
    -0.6	31.4	4.1	-9.9	-13.2	-16.9	0.0	20.1	8.2	-7.5	7.9
20) Cn1c(CNc2ccc(O)cc2)nc2ccccc21
    -14.2	-15.6	-61.6	-23.3	-37.1	-9.9	-6.8	-15.7	-4.2	16.6	-36.8
21) Cc1ccc(C)c(N(CC(=O)N/N=C/c2ccc(-c3ccc([N+](=O)[O-])cc3)o2)S(=O)(=O)c2ccccc2)c1
    4.8	6.4	-9.5	-24.5	15.8	7.8	6.5	8.4	3.1	-3.3	8.5
22) Cc1ccc(Oc2ncccc2NC(=O)CCCC(=O)O)c2c1CCC2
    x	4.2	2.4	-2.9	8.2	-14.4	9.3	-21.4	x	8.9	0.0
23) Cc1ccc(-c2csc(N3CCC(C(N)=O)(N4CCCCC4)CC3)n2)cc1
    12.9	13.2	15.8	7.7	3.5	-6.0	-3.3	12.2	-0.3	26.3	12.9
24) CC1CCCCC1NC(=O)c1cc2c(s1)CS(=O)(=O)C2 (stereo not drawn)
    7.4	-7.9	10.9	2.3	-18.1	-3.3	-4.9	-18.4	10.6	-23.8	-1.1

Reformatted: six of the compounds above.
cpd	smiles	EBV LMP1 NFkB	NCOA3 inh	SRC2 inh	TROY NFkB inh	NR2F2 inh	TRAIL sens C8	NOD2 RIPK2 PPI	NR5A2 inv ag	TLR9-MyD88 inh	TWEAK-Fn14 inh	NCOA1 inh
18	CNC(=O)c1ccsc1NC(=O)c1coc2ccccc2c1=O	-17.6	6.4	-35.1	-16.9	-13.9	2.4	5.3	8.8	-9.0	9.4	13.6
19	COc1cc(/C(C)=N/NC(=O)c2nnn(-c3nonc3N)c2-c2cccs2)ccc1O	-0.6	31.4	4.1	-9.9	-13.2	-16.9	0.0	20.1	8.2	-7.5	7.9
20	Cn1c(CNc2ccc(O)cc2)nc2ccccc21	-14.2	-15.6	-61.6	-23.3	-37.1	-9.9	-6.8	-15.7	-4.2	16.6	-36.8
21	Cc1ccc(C)c(N(CC(=O)N/N=C/c2ccc(-c3ccc([N+](=O)[O-])cc3)o2)S(=O)(=O)c2ccccc2)c1	4.8	6.4	-9.5	-24.5	15.8	7.8	6.5	8.4	3.1	-3.3	8.5
22	Cc1ccc(Oc2ncccc2NC(=O)CCCC(=O)O)c2c1CCC2	x	4.2	2.4	-2.9	8.2	-14.4	9.3	-21.4	x	8.9	0.0
23	Cc1ccc(-c2csc(N3CCC(C(N)=O)(N4CCCCC4)CC3)n2)cc1	12.9	13.2	15.8	7.7	3.5	-6.0	-3.3	12.2	-0.3	26.3	12.9
